Compound activity from PubChem BioAssay.
ATXN2 expr inh: reduces ATXN2 reporter expression in HEK-293 cells | HEK-293 ATXN2-luciferase reporter, luminescence, 24 h | Potency, µM (doses to about 57 µM), without a hit: at the highest dose activity change, negative = inhibition, hits mostly inhibitors | 360,000 tested, 0.72% active; also: potency is read from the fitted curve at half-maximal effect; % is scaled to controls: 0 for no effect and ±100 for the full control effect; nearly all actives have a fitted effect of over 55% in size
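qHTS (up to 57 uM final) was run with 24 h compound exposure of reporter cells at 37 °C. Each well was multiplexed: SteadyGlo luminescence measured ATXN2-luciferase expression after a fluorogenic Gly-Phe-AFC viability readout (25 uM final).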
KB-3-1 tox: kills parental KB-3-1 adenocarcinoma cells; KB-3-1 viability, CellTiter-Glo ATP luminescence, 72 h; Potency, µM (titrated, usually from 46.1 µM), for the others: at the highest dose activity change, negative = cytotoxic, hits mostly cytotoxic; 400,000 tested, 1.4% active; also: potency is read from the fitted curve at half-maximal effect; % is scaled to controls: 0 for no effect and ±100 for the full control effect; nearly all actives have a fitted effect of over 60% in size
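Viability of parental KB-3-1 cells, measured by CellTiter-Glo luminescence, followed a 72 h incubation at 37 °C with pinned compounds in phenol-red-free DMEM containing 10% FBS.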
MCF10A rereplic: inducers of DNA re-replication in MCF 10A breast cells; Potency, µM (doses to about 46.1 µM), without a hit: at the top dose activity, positive = re-replication, hits mostly activators; AID 624296; MCF 10A DNA re-replication, Hoechst nuclear intensity, 48 h; 350,000 tested, 2.9% active; also: potency is read from the fitted curve at half-maximal effect; % of control where 0% means no effect; nearly all actives have a fitted effect of over 50% in size
SW480 rerep: DNA re-replication induction in SW480 cells. Potency, µM (titrated, usually from 46.1 µM), inactives show top-dose re-replication activation, actives largely listed as activators. 340,000 tested, 1.8% active. AID 624297. SW480 DNA re-replication, Hoechst DNA content imaging, 48 h; also: potency is read from the fitted curve at half-maximal effect; % of control where 0% means no effect; nearly all actives have a fitted effect of over 55% in size
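First, 250 cells per well were seeded. Next, compound or vehicle (23 nL) was pinned in, plates sat 48 hr at 37 C. Finally Hoechst was added for 40 min before fluorescence scanning.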
ATXN viability: cell viability loss in ATXN counter-screen; 400,000 tested, 0.49% active; S2 cells (HEK-293 line with an ATXN2-luciferase reporter) viability, CellTiter-Fluor protease fluorescence, 24 h; Potency, µM (series often up to 56.7 µM), most hits filed as cytotoxic; AID 651635; also: potency is read from the fitted curve at half-maximal effect; nearly all actives have a fitted effect of over 40% in size
IL1B secr inh: inhibitors of inflammasome signaling (IL-1 beta secretion). THP-1 LPS/ATP IL-1B secretion, AlphaLISA, 16 h; active compounds read low. activity change, % at 57.5 µM. 360,000 tested, 4.7% active; in the data active = activity change below about -50%; inconclusive = mostly about -30% to -49%; also: % is scaled to controls: 0 for no effect and ±100 for the full control effect
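THP-1 cells pretreated 1 hr with compounds (up to 57.5 uM final), then stimulated with LPS (250 ng/mL final) plus ATP (1.25 mM final); secreted IL-1B measured by AlphaLISA after 16 hr, decreased signal indicating inhibition.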
HepG2 tox: counter-screen for TGF-b inhibitors: cytotoxicity in HepG2 cells; HepG2 CAGA-GFP viability, ATP luminescence, 18 h; Potency, µM (titrated, usually from 46.1 µM), for inactives: at the highest dose activity change, negative = cytotoxicity, usual class: cytotoxic; 410,000 tested, 0.76% active; AID 588856; also: potency is read from the fitted curve at half-maximal effect; some results filed as inactive show a strong effect at the top dose
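HepG2 CAGA-GFP cells (1000/well, DMEM with 1% FBS) received compound, then TGF-beta at 500 pg/mL final, and were incubated 18 hours at 37 degrees C. Viability was read by CellTiter-Glo luminescence. Media-only wells were set as complete cell-killing and DMSO as no toxicity.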
HT1080-NT tox: kills 2HG-producing HT-1080-NT fibrosarcoma cells; 360,000 tested, 1.6% active; HT-1080-NT fibrosarcoma viability, CellTiter-Glo ATP luminescence, 48 h; Potency, µM (doses to about 46.1 µM), inactives show at the highest dose activity, negative = less viability, usual class: cytotoxic;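 also: NT is the 2HG producing partner of a matched IDH1 knockdown line; potency is read from the fitted curve at half-maximal effect; 0% = DMSO-treated cells and -100% = media-only wells without cells; nearly all actives have a fitted effect of over 55% in size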
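750 cells/well, RPMI + 5% FBS; 2 h settle, compound pin-transfer, 48 h at 37 degrees C. CellTiter-Glo 10 min RT, luminescence. Normalized to DMSO and media-only wells.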
HT1080 IDH1KD tx: toxicity to HT-1080 IDH1 knockdown cells (counter line) | HT-1080 IDH1 knockdown viability, ATP luminescence, 48 h | Potency, µM (highest dose often 46.1 µM), for inactives: at the top dose activity, negative = toxicity, hits mostly cytotoxic | 360,000 tested, 2% active;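 also: potency is read from the fitted curve at half-maximal effect; 0% = DMSO wells and -100% = cell-free medium wells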
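IDH1KD HT-1080 cells, 750/well, RPMI + 5% FBS; compound pinned after 2 h settling; 48 h, 37 °C; CellTiter-Glo luminescence; % activity normalised to DMSO and no-cell wells; curves fitted, classed by r2 and efficacy.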
* marks the source's active call; other numbers are inactive results; i = inactive; ? = inconclusive; / = not tested or not shown; [ ] = remark or other dose. Unless noted, calls follow the shape of the dose curve; as a rule, active = well fitted curve in the direction sought with a large enough effect; inconclusive = small, poorly fitted or top-dose-only effect, or another doubt; inactive = no such curve, though single readings can be large; an effect the other way counts as inactive or inconclusive.

SMILES | ATXN2 expr inh | KB-3-1 tox | MCF10A rereplic | SW480 rerep | ATXN viability | IL1B secr inh | HepG2 tox | HT1080-NT tox | HT1080 IDH1KD tx
O=C(Nc1ccccc1NC(=O)c1ccc(F)cc1)c1ccc(F)cc1 | / | 6% | 0% | -17% | i | 7 | 1% | 2% | 0%
CCn1ncc(Br)c1C(=O)Nc1ccc(F)cc1F | 2% | 1% | 16µM* | 21µM* | i | 1 | -1% | 7% | 1%
Cc1cc(C)n2nc(C(=O)N/N=C/c3c4ccccc4cc4ccccc34)nc2n1 | ? | -27% | 8.2µM* | ? | i | -8 | -34% | ? | ?
O=C(O)CSc1nnc(Cn2c(=O)sc3ccccc32)n1-c1cccc(Cl)c1 | 1% | 2% | 26% | 3% | i | -7 | 5% | 17% | -3%
O=[N+]([O-])c1ccc(N/N=C2/CCCCC2c2ccccn2)cc1 (configuration not stated) | -22% | ? | -3% | -11% | ? | -14 | -2% | 14% | 0.92µM*
COC(=O)C1=C(N)Oc2cc(C)[nH]c(=O)c2C1c1ccc(Cl)cc1 (configuration not stated) | 4% | 7% | -1% | 6% | i | -14 | 5% | -1% | 0%
CC(=O)Nc1ccc(Nc2ncnc3c2cnn3-c2cccc(C)c2)cc1 | 34%[activator] | 11% | 8% | -9% | i | -14 | -10% | -1% | -6%
CCS(=O)(=O)N1CCc2cc(C(=O)N3CCN(c4cccc(C(F)(F)F)c4)CC3)ccc21 | ? | 16µM* | / | / | ? | / | -32% | / | /
COCCN(C(=O)COC(=O)CCc1ccc(OC)cc1)c1c(N)n(Cc2ccccc2)c(=O)[nH]c1=O | 10% | 2% | 0% | -1% | i | 4 | 2% | 2% | 2%
N#Cc1c(NC(=O)c2cnccn2)sc2c1CCCC2 | 0% | ? | ? | 5.8µM* | i | -7 | 4% | -20% | -24%
CC(C)OCCCNC(=O)c1ccc(NS(C)(=O)=O)cc1 | -19% | 13% | 1% | -9% | i | 4 | -25% | 7% | -1%
Cc1ccn2cc(C(=O)Nc3ccc4c(c3)OCCO4)nc2c1 | -10% | -18% | 0% | ? | i | -89* | -37% | ? | ?
CN(/N=C/c1cc(Br)cc(Br)c1O)c1cccc(C(F)(F)F)n1 | ? | ? | ? | ? | / | -10 | 3.2µM* | ? | ?
O=C(NCc1ccc2c(c1)OCO2)C12CN(Cc3ccccc3)CC1C(c1cccc([N+](=O)[O-])c1)=NO2 (configuration not stated) | -7% | -8% | -44%[inhibitor] | 28% | i | ? | -3% | -6% | -6%
O=C1CN(C(=O)CN2CCCC2)C(c2ccccc2)c2cc(Br)ccc2N1 (configuration not stated) | -3% | 2% | ? | 1% | i | 17 | -1% | -4% | -5%
Cc1ccc(C2=NOC(=O)/C2=C\c2ccc(C)o2)cc1 | 5% | -9% | 16µM* | ? | i | -2 | -58% | 13% | -1%
O=C(Nc1ccc2c(c1)OCO2)c1cccc(Cl)c1 | 66%[activator] | -4% | 18% | -6% | ? | -27 | -31% | -11% | -20%
COc1cc(NS(=O)(=O)c2ccc(N/C=C\C(=O)c3ccc(F)cc3)cc2)nc(OC)n1 | -14% | -4% | 0% | -1% | / | 33 | -2% | -1% | -16%
CCCC(C(=O)NCc1ccco1)N(C(=O)CNS(=O)(=O)c1ccccc1)C1CCCC1 (configuration not stated) | 4% | -23% | 1% | -1% | i | 1 | 4% | 19% | 1%
COc1cccc(C2/C(=C(\O)c3ccc(OC)c(OC)c3)C(=O)C(=O)N2c2cc(C)on2)c1 (configuration not stated) | 6% | 4% | 1% | -5% | i | 49 | 2% | 7% | 5%
CCOC(=O)C1CCN(c2c(NCCN(CC)c3ccccc3)c(=O)c2=O)CC1 | / | 0% | 11% | -16% | ? | -14 | 0% | 0% | ?
Cn1c(SCC(=O)N2CCCC2)nc2ccccc2c1=O | -5% | -4% | -6% | -16% | i | 9 | -6% | 9% | 5%
COc1ccc(CCNC(=O)c2cc3c(=O)n4ccccc4nc3n(CC3CCCO3)c2=N)cc1OC (configuration not stated) | 6% | 0% | -35%[inhibitor] | -5% | i | -14 | -8% | 4% | 6%
CCCn1c(-c2cccc(Br)c2)nc2ccccc21 | 15% | 3% | / | / | i | / | -4% | / | /
COc1ccc(CCC(=O)Nc2ncc(C)s2)cc1OC | -4% | ? | 12% | ? | i | 5 | 8% | 4% | 7%

Six of the entries above in order of the IL1B secr inh value, smallest number first:
compound | IL1B secr inh
N#Cc1c(NC(=O)c2cnccn2)sc2c1CCCC2 | -7
Cc1ccc(C2=NOC(=O)/C2=C\c2ccc(C)o2)cc1 | -2
CCCC(C(=O)NCc1ccco1)N(C(=O)CNS(=O)(=O)c1ccccc1)C1CCCC1 (configuration not stated) | 1
COCCN(C(=O)COC(=O)CCc1ccc(OC)cc1)c1c(N)n(Cc2ccccc2)c(=O)[nH]c1=O | 4
COc1cc(NS(=O)(=O)c2ccc(N/C=C\C(=O)c3ccc(F)cc3)cc2)nc(OC)n1 | 33
COc1cccc(C2/C(=C(\O)c3ccc(OC)c(OC)c3)C(=O)C(=O)N2c2cc(C)on2)c1 (configuration not stated) | 49

The list goes on:
SMILES | ATXN2 expr inh | KB-3-1 tox | MCF10A rereplic | SW480 rerep | ATXN viability | IL1B secr inh | HepG2 tox | HT1080-NT tox | HT1080 IDH1KD tx
COc1cccc(Nc2ncnc3sccc23)c1 | 45%[activator] | 3% | ? | -13% | i | 8 | -9% | -15% | -2%
COC(=O)/C=C1\S/C(=N/N=C/c2ccccc2)NC1=O | 8% | 10% | ? | -1% | i | -1 | -12% | 12% | 12%
C#CCOCCOCCOCCNc1nc(N2CCN(C(=O)[C@H](C(C)C)n3cc(CCO)nn3)CC2)nc(N2CCN(C(=O)[C@H](C(C)C)n3cc(CCO)nn3)CC2)n1 | 7% | 8% | -4% | 3% | i | 0 | 7% | 20% | 8%
Cc1cc(-c2ccccc2)[nH]c(=O)c1C#N | -11% | 6% | 0% | -1% | i | -9 | -3% | 6% | 10%
Cc1ccc2c(CN3CCN(c4ccccc4)CC3)cc(=O)oc2c1 | 4% | 0% | / | / | i | -7 | 12% | 24% | 14%
CCN(CC)CCn1c(=N)n(CC(=O)c2ccc(C)cc2)c2ccccc21 | -13% | ? | ? | -5% | i | -59* | -36% | -25% | ?
CCCCC(=O)N(C)c1c(C)nc2ccc(C(=O)N3CCN(c4ccccc4)CC3)cn12 | -1% | -4% | / | / | i | 13 | 4% | -1% | 15%
CCCCN(C)C(=O)CNC(=O)c1nn(-c2ccc(OC)cc2OC)c(=O)c2ccccc12 | -6% | -4% | 3% | 3% | i | 16 | 1% | 5% | -2%
CCN1/C(=C2\SC(=S)N(Cc3ccccc3)C2=O)Sc2ccccc21 | -25% | 0% | -2% | -42%[inhibitor] | i | -3 | 6% | 11% | 12%
COc1ccc(C)cc1S(=O)(=O)N1CCN(C(=O)c2ncoc2-c2ccccc2C)CC1 | -4% | 0% | 5% | -3% | i | 3 | 1% | 5% | 6%
O=C(c1nc2nc(-c3ccccc3)cc(C(F)(F)F)n2n1)N1CCOCC1 | -3% | 2% | -2% | 1% | i | -20 | -8% | -2% | 6%
COc1ccc(NC(=O)c2nc[nH]c2C(=O)NCc2ccccc2)cc1 | -10% | 8% | 20% | -13% | i | -19 | -20% | 6% | 8%
Cc1cc(C)c(NC(=O)CSc2nnc(CN3CCOCC3)n2C)c(C)c1 | -5% | 3% | -3% | 29µM* | i | -7 | -1% | 10% | 3%
COc1cccc(/C=N/Nc2snc(SC)c2C#N)c1O | -13% | 13µM* | 6% | 5% | i | ? | -47% | ? | ?
O=C(c1ccco1)N1CCCC(N2CCN(c3ccccc3F)CC2)C1 (configuration not stated) | 0% | -3% | 8% | -3% | i | i | 2% | 11% | -3%
Cc1ccc(CN(C)C(=O)CN2C(=O)NC(c3ccccc3)(c3ccccc3)C2=O)c(C)c1 | ? | ? | -1% | ? | i | -63* | -30% | -19% | -5%
CC(C)Oc1ccc(CNC(=O)Cn2nc(N3CCN(c4ccccc4)CC3)ccc2=O)cc1 | -15% | -5% | / | / | i | / | -25% | / | /
CC1CCc2c(sc3ncn(Cc4ccc(C(=O)O)cc4)c(=O)c23)C1 (configuration not stated) | 75%[activator] | 13% | -1% | 3% | i | 28 | -5% | 16% | 19%
Cc1csc(NC(=O)CSCC(=O)Nc2ccccc2)n1 | -1% | -6% | 8% | 30% | i | -9 | -1% | 2% | -8%
CCOC(=O)CSC1=C(C#N)C(c2sccc2C)CC(=O)N1 (configuration not stated) | -13% | 5µM* | 2µM* | 5µM* | i | 48 | -14% | 2.5µM* | 1.4µM*
Cc1c(C(=O)Nc2ccccc2C(=O)N2CCOCC2)cccc1[N+](=O)[O-] | 5% | 23% | -3% | ? | i | 10 | 6% | 10% | 1%
CC1(C)Cc2c(c(N3CCOCC3)nc3sc4c(NCCN5CCOCC5)nnnc4c23)CS1 | / | 0% | 0% | -19% | i | -17 | -32% | 4% | 5%

Entries listed above marked active in IL1B secr inh:
SMILES	IL1B secr inh
Cc1ccn2cc(C(=O)Nc3ccc4c(c3)OCCO4)nc2c1	-89*
CCN(CC)CCn1c(=N)n(CC(=O)c2ccc(C)cc2)c2ccccc21	-59*
Cc1ccc(CN(C)C(=O)CN2C(=O)NC(c3ccccc3)(c3ccccc3)C2=O)c(C)c1	-63*
